thrombin 1536 = human alpha-thrombin inhibitors, primary screen, counter-screen for coagulation protease inhibitor project, biochemical, 1536-well, fluorogenic AMC substrate. Boc-VPR-AMC fluorogenic substrate cleavage. Prothrombin (Homo sapiens), P00734. hit rate 0.26% among 220,000. inhibition, % at 5 µM;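 active = inhibition at or above 40%; inactive = inhibition below 40%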;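 also: 0% = enzyme with no compound and 100% = wells without enzyme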
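signal = AMC fluorescence, 355/460 nm | material = human alpha-thrombin enzyme | control set = enzyme without compound as high, wells lacking enzyme as low | times = reaction at room temperature | read-out basis = percent inhibition scaled between no-compound controls and no-enzyme blanks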
PERK inh = block of dimerizer-induced PERK translation repression, primary screen, PERK inhibitor project, CHO PERK-DD cells, SEAP luminescence, HTS; hit rate 0.17% among 220,000; Eukaryotic translation initiation factor 2-alpha kinase 3 (Homo sapiens), Q9NZJ5; AID 1416, 2008; CHO PERK-DD fusion, SEAP luminescence translation reporter; inhibition, % at 5.6 µM;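 active = inhibition above the mean inhibition of all tested compounds plus 3 SD, set separately per screening campaign, cut at about 2.9% in these data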;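 also: PERK kinase domain activated by AP20187 dimerizer at 100 nM; 0% = DMSO with dimerizer and 100% = rapamycin at 8.4 µM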
Furin inh = human furin inhibitors, primary screen, biochemical, fluorescence intensity. purified furin, fluorogenic substrate cleavage. inhibition, % at 30 µM. hit rate 0.061% among 220,000; in the data active = inhibition above about 25%; also: inactives centre near -15
FXIIa inh = human FXIIa protease inhibitors, primary screen, biochemical, 1536-well. Coagulation factor XII (Homo sapiens), P00748. purified FXIIa, Boc-QGR-AMC fluorogenic substrate, 2 h. inhibition, % at 5 µM. hit rate 0.3% among 220,000. AID 800, 2007; in the data active = inhibition above about 40%;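 also: 0% = enzyme with no compound and 100% = blank without enzyme; many of its hits are not listed in these tables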
Wee1 degr inh = Wee1 degradation inhibitors, primary screen, cell-based, HeLa, Wee1K328M-luciferase, luminescence; HeLa Luc-Wee1K328M stability; 100% = proteasome inhibitor MG132 effect; reporter increase, % at 5 µM; hit rate 1.2% among 220,000;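 active = activation above the mean of all tested compounds plus 3 SD, set per screening run, cut at about 8.8% in these data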;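 also: cells exposed to compound for 20 h before luminescence read; 0% = DMSO alone and 100% = MG132 at 30 µM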
Target sequence (P30291 whole entry K328M): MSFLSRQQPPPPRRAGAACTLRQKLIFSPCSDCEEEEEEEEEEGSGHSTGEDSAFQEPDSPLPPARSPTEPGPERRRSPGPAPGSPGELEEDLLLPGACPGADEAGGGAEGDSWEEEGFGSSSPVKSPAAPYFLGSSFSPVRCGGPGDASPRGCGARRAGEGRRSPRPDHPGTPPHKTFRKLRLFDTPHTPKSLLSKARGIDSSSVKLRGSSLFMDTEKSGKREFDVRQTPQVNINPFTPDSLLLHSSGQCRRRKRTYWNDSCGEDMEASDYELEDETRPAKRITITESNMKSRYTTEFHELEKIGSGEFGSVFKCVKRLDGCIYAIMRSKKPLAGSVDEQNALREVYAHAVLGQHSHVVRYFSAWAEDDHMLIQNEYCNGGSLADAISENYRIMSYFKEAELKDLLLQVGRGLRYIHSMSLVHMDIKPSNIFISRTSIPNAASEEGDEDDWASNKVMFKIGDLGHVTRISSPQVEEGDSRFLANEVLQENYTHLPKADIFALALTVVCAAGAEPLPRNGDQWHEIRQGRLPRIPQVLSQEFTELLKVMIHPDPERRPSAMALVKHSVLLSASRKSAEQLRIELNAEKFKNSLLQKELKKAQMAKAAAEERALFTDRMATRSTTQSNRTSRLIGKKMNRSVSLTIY
FXIa inh = human FXIa protease inhibitors, primary screen, biochemical, 1536-well. Coagulation factor XI (Homo sapiens), P03951. purified FXIa, Boc-Glu-Ala-Arg-AMC fluorogenic substrate. inhibition, % at 5 µM. hit rate 0.14% among 220,000. AID 798, 2007;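 active = inhibition of at least 40%; inactive = inhibition below 40%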;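 also: fluorescence of freed AMC excited at 355 nm; 0% = enzyme without compound and 100% = no enzyme blank; many of its hits are not listed in these tables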
Cl transport mod = KCC2 cotransporter modulators, thallium flux, primary screen, cell-based, HEK293 KCC2, FluoZin-2 fluorescence, MLSMR; KCC2 cells, thallium flux FluoZin-2 fluorescence; hit rate 2.2% among 190,000; B-score of Tl+ flux slope (higher = more flux/activation; lower = inhibition) at 10 µM; AID 1456, 2008; Solute carrier family 12 member 5 (Homo sapiens), Q9H2X9;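 active = thallium flux slope and its plate-corrected score both differing from the plate sample mean at a set confidence after two filtering rounds, in either direction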;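 also: slope of fluorescence scaled to starting intensity during 10 to 20 s after thallium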
KLK5 inh = human KLK5 protease inhibitors, primary screen, biochemical, 1536-well. AID 873, 2007. recombinant hK5, fluorogenic AMC substrate cleavage. Kallikrein-5 (Homo sapiens), Q9Y337. hit rate 0.59% among 210,000. inhibition, % at 5 µM;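 active = inhibition of 40% or more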;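 also: 0% = enzyme controls without compound and 100% = no-enzyme blanks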
Target sequence (Q9Y337 67-293 limits assumed): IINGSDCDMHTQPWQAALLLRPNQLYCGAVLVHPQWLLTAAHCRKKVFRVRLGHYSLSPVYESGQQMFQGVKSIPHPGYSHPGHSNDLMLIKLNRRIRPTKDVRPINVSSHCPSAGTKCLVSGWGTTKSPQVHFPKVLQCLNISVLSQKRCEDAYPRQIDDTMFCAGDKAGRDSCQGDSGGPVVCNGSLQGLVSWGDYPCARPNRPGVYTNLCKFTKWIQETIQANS
p97 ATPase inh = inhibitors of human p97 ATPase, primary screen, biochemical; Transitional endoplasmic reticulum ATPase (Homo sapiens), P55072; AID 1481, 2009; inhibition, % at 8 µM; recombinant p97 ATPase, Kinase-Glo ATP luminescence, 3 h; hit rate 0.42% among 220,000; in the data active = inhibition above about 15%;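 also: 0% = DMSO vehicle and 100% = wells lacking enzyme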
An asterisk follows results filed as active; nt = no result given; [ ] = remark or other dose.

SMILES	thrombin 1536	PERK inh	Furin inh	FXIIa inh	Wee1 degr inh	FXIa inh	Cl transport mod	KLK5 inh	p97 ATPase inh
O=C(CCl)N=c1sccn1Cc1cccc2ccccc12	12	-1.2	-7	24	-3	29	0.5	29	0
CCOc1ccc(NC(=O)c2ccc(CNc3c(NC4CCCCC4)c(=O)c3=O)cc2)cc1	-3	0.0	-23	5	-1	-1	-1.2	-1	4
Cc1cnc(C(=O)Nc2ccc3c(c2)CCC3)cn1	10	-0.3	-21	25	2	8	0.23	7	-11
O=C(CCSc1ccc(Cl)cc1)NC1CCCCC1	-3	1.2	-16	9	-3	1	nt	-6	4
COCCCNC(=O)CN(CCc1ccccc1)S(=O)(=O)c1ccc(OC)cc1	-12	1.0	-23	0	2	-4	-0.64	0	6
O=C(CSc1nc2ccccc2n1CCc1ccccc1)NC1CC1	-9	0.4	-3	10	0	3	0.52	-4	3
Cc1onc(-c2ccccc2Cl)c1C(=O)Nc1ccc(S(=O)(=O)N2CCCC2)cc1	-6	-0.5	-23	4	-1	1	nt	-26	2
CC(C)N(Cc1ccccc1)C(=S)NC1CCCCC1	3	0.1	-2	102*	0	42*	-0.8	21	-6
COC(=O)c1ccc(NC(=O)CNc2ccccc2)cc1	-1	1.9	-16	10	-2	3	-0.063	nt	3
CCCCCCCCn1c(N2CCN(c3cccc(Cl)c3)CC2)nc2c1c(=O)[nH]c(=O)n2C	2	0.6	-5[20 µM]	22	-1	2	-0.27	2	2
O=C(COC(=O)Cc1cccc(C(F)(F)F)c1)Nc1ccc2c(c1)OCCO2	-4	1.0	-13	8	1	-1	-0.29	-19	-1
Cc1cc(C)c2nc(-c3cccnc3)cc(C(=O)Nc3ccc(S(=O)(=O)Nc4onc(C)c4C)cc3)c2c1	4	1.4	-24	9	0	2	0.2	-4	-1
Cc1c(C(=O)OCC(=O)N2CC(=O)Nc3ccccc32)oc2ccc(Br)cc12	-2	0.7	-18[20 µM]	10	0	1	1.1	13	3
CC(Sc1nnc(C2CCCCC2)n1N)C(=O)NCc1ccc2c(c1)OCO2 (stereo unspecified)	-5	-0.9	-22	6	-1	-3	0.53	-27	6
CN(C)S(=O)(=O)c1ccc2c(c1)nc(CCC(=O)NCC1CCCCC1)n2C	-2	0.6	-19	17	-4	-3	-0.011	-5	3
NC(=O)C1CCN(C2CC(=O)N(Cc3ccc(N4CCCC4=O)cc3)C2=O)CC1 (stereo unspecified)	-5	-1.5	-12[20 µM]	0	2	1	nt	-20	-3
CCn1c(C)cc(/C=C2/NC(=O)N(CC(=O)Nc3cccc(C)c3)C2=O)c1C	-9	0.0	-11	1	1	-8	-0.34	-8	1
COc1ccccc1OCCNc1nc2c(c(=O)n(C)c(=O)n2C)n1C	-3	0.8	-7[20 µM]	5	3	-4	0.13	-12	2
O=C(Cc1nn[nH]n1)Nc1ccc(F)cc1F	-10	0.2	-22	-1	-3	-19	0	20	-3
COc1ccc(CC(=O)Nc2ccc(-c3nnc(-c4ccccc4)o3)cc2)cc1OC	-8	0.6	-14[20 µM]	7	-2	5	-0.24	4	1

By substructure: those above with a halogen
SMILES	thrombin 1536	PERK inh	Furin inh	FXIIa inh	Wee1 degr inh	FXIa inh	Cl transport mod	KLK5 inh	p97 ATPase inh
O=C(CCl)N=c1sccn1Cc1cccc2ccccc12	12	-1.2	-7	24	-3	29	0.5	29	0
O=C(CCSc1ccc(Cl)cc1)NC1CCCCC1	-3	1.2	-16	9	-3	1	nt	-6	4
Cc1onc(-c2ccccc2Cl)c1C(=O)Nc1ccc(S(=O)(=O)N2CCCC2)cc1	-6	-0.5	-23	4	-1	1	nt	-26	2
CCCCCCCCn1c(N2CCN(c3cccc(Cl)c3)CC2)nc2c1c(=O)[nH]c(=O)n2C	2	0.6	-5[20 µM]	22	-1	2	-0.27	2	2
O=C(COC(=O)Cc1cccc(C(F)(F)F)c1)Nc1ccc2c(c1)OCCO2	-4	1.0	-13	8	1	-1	-0.29	-19	-1
Cc1c(C(=O)OCC(=O)N2CC(=O)Nc3ccccc32)oc2ccc(Br)cc12	-2	0.7	-18[20 µM]	10	0	1	1.1	13	3
O=C(Cc1nn[nH]n1)Nc1ccc(F)cc1F	-10	0.2	-22	-1	-3	-19	0	20	-3

Next section.
SMILES	thrombin 1536	PERK inh	Furin inh	FXIIa inh	Wee1 degr inh	FXIa inh	Cl transport mod	KLK5 inh	p97 ATPase inh
Cc1cc(C)cc(NC(=O)Oc2ccccc2N2CCCCC2)c1	-8	0.3	-2	9	0	-4	0.099	-1	-2
NC(=O)COC(=O)c1ccc(-c2ccccc2)cc1	0	0.0	-21	4	-1	5	-0.97	0	5
CCOc1ccc(-n2c(=O)c3sccc3n(CC(=O)Nc3cccc(OC)c3)c2=O)cc1	-8	0.4	-13	5	0	2	-0.73	-1	3
COc1cccc(CC2(CO)CCN(Cc3cccn3-c3cccnc3)CC2)c1	-5	-0.2	-28	11	6	-2	0.33	4	4
COc1cc(/C=C\C(=O)NCc2ccc3[nH]c(C)cc3c2)cc(OC)c1OC	2	0.6	-17	15	0	5	-0.4	-6	6
CCc1cccc(NC(=O)CCCCCC2NC(=O)NC2C)c1 (stereo unspecified)	6	0.6	-19	9	2	-1	0.075	-6	3
COc1ccc2nc(NC(=O)c3ccc(NS(=O)(=O)c4cccs4)cc3)sc2c1	-4	-0.1	-13	5	3	-1	-0.68	-11	4
COc1ccccc1C(=O)NC(CCSC)C(=O)OCC(=O)NC(=O)NCc1ccco1 (stereo unspecified)	1	-0.7	-15	10	0	-1	-1.5	12	-4
Cc1cc2cc(CN(Cc3ccc4c(c3)OCO4)C(=O)c3cnccn3)c3nnnn3c2cc1C	3	0.5	-10	20	2	12	nt	8	-5
O=c1c2c(nc3nc(NCc4cccc(Cl)c4)[nH]n13)CCC2	-7	0.4	-13	8	-3	9	-0.82	-1	4
Cc1ccc(NC(=O)c2ccc(OC(=O)CCN3C(=O)c4ccccc4C3=O)cc2)cc1	1	1.1	-16[20 µM]	3	-1	1	1.2	-8	4
O=C(COc1ccccc1)NC(Cc1c[nH]c2ccccc12)C(=O)O (stereo unspecified)	3	0.7	-20	13	-1	0	0.67	-3	9
Cc1ccc(OCC(=O)c2ccc(Cl)s2)c([N+](=O)[O-])n1	2	-0.5	-19	7	-2	0	0.57	9	7
COc1ccc(N2CCN(C(=O)c3ccncc3)CC2)cc1	1	-0.1	-16[20 µM]	13	2	-1	0.17	-4	-2
COc1cccc(C2/C(=C(/O)c3cnn(-c4ccccc4)c3C)C(=O)C(=O)N2CCN(C)C)c1OC (stereo unspecified)	-4	1.2	-10	11	1	7	0.064	2	-1
O=C(CCn1nc(-c2ccccc2)ccc1=O)N1CCN(c2ccccn2)CC1	20	-0.5	-12	-15	-1	7	-1	34	4
CCN(CC)c1ccc2c(Cl)c(Br)c(=O)oc2c1	2	0.2	1	10	4	-1	-1.9	-5	0
CC(C)CNC(=O)N[C@@H](CC(C)C)C(=O)O	1	1.2	2	4	0	2	-0.098	1	-3
CC(=O)NC(Cc1ccccc1)c1ccc2c(c1)OCCCO2 (stereo unspecified)	-1	1.4	-12	8	-2	7	-0.67	-8	2
COc1ccc(C(=O)CSc2nc(C(C)(C)C)nc3ccccc23)cc1	2	-1.2	-6	4	2	-4	0.8	-12	-10

One compound at a time (already shown). Order of screens: thrombin 1536 | PERK inh | Furin inh | FXIIa inh | Wee1 degr inh | FXIa inh | Cl transport mod | KLK5 inh | p97 ATPase inh
Record of CCOc1ccc(-n2c(=O)c3sccc3n(CC(=O)Nc3cccc(OC)c3)c2=O)cc1 → -8 | 0.4 | -13 | 5 | 0 | 2 | -0.73 | -1 | 3
Record of CCc1cccc(NC(=O)CCCCCC2NC(=O)NC2C)c1 (stereo unspecified) → 6 | 0.6 | -19 | 9 | 2 | -1 | 0.075 | -6 | 3
Record of COc1cccc(CC2(CO)CCN(Cc3cccn3-c3cccnc3)CC2)c1 → -5 | -0.2 | -28 | 11 | 6 | -2 | 0.33 | 4 | 4

More records
SMILES	thrombin 1536	PERK inh	Furin inh	FXIIa inh	Wee1 degr inh	FXIa inh	Cl transport mod	KLK5 inh	p97 ATPase inh
O=C1NC(=S)S/C1=C/c1ccc(N2CCOCC2)o1	3	1.2	-20	14	2	11	-7.7*	-23	3
Cc1csc(NC(=O)C2CCN(C(=O)CSc3nnc(C)n3Cc3ccccc3)CC2)n1	-12	0.7	-30	13	-1	0	nt	-17	1
C=CCn1nc([N+](=O)[O-])nc1Sc1cccc2cccnc12	-6	0.7	-18	15	-2	8	12*	-11	2
O=C(NC1CCS(=O)(=O)C1)c1ccccc1C(=O)c1ccccc1 (stereo unspecified)	5	-0.4	-33	16	-3	6	0.85	-20	4
O=C(NCc1ccco1)C1CCCN(S(=O)(=O)c2cccc3nonc23)C1 (stereo unspecified)	1	-1.3	-8[20 µM]	6	0	2	nt	-12	1
COc1cccc(CNC(=O)Cn2nc(-c3ccc(Cl)cc3)ccc2=O)c1	3	0.7	-16[20 µM]	8	-1	-1	nt	-1	-1
CC1CCCN(S(=O)(=O)c2ccc(C(=O)Nc3nnc(-c4ccccc4Cl)o3)cc2)C1 (stereo unspecified)	2	0.6	-17[20 µM]	15	-2	2	21*	-70	2
CCCCn1nnnc1SCC(=O)NNC(=O)c1ccco1	-1	-0.5	-21	10	-2	-3	0.8	-7	4
C[C@H](NC(=O)OCc1ccccc1)c1nnc([C@H](Cc2ccccc2)NC(=O)OC(C)(C)C)o1	-10	nt	-19	0	nt	-6	-1.3	-4	nt
Cc1c(Cc2ccc3c(c2)OCO3)sc(NC(=O)c2cccc3ccccc23)c1C(N)=O	4	0.6	-13	16	-1	8	-0.0026	-5	8
Cc1ccc(-c2nnn(CC(=O)N3CCN(c4nc5ccccc5s4)CC3)n2)cc1	-1	0.2	-15	15	3	3	-1.9	-12	1
CCCCCn1c(=O)[nH]c2cc(C(=O)NCCCN(CC)CC)ccc2c1=O	-5	0.8	-31	2	-1	-8	-0.081	8	1
CC(=O)C1=C(O)C(=O)N(c2nnn(C)n2)C1c1cccs1 (stereo unspecified)	-3	1.6	-21	5	0	-2	-0.69	0	0

Compound activity (PubChem BioAssay)
